Screens: PubChem BioAssay, several laboratories
MrgX1 antag: antagonists of human MrgX1 receptor | Q96LB2 | MRGX1-HEK293 calcium flux, Fluo-4, BAM8-22 antagonism; hits give low values | B-score at 10 µM | 310,000 tested, 1.3% active;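 active means calcium-response B-score plate-corrected more than 3 library SD below zero, starting fluorescence within 5 deviations, no agonist response on first addition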;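 further: peak minus trough fluorescence over baseline after final BAM8-22 challenge near maximal dose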
Target sequence (Q96LB2 whole entry, looked up): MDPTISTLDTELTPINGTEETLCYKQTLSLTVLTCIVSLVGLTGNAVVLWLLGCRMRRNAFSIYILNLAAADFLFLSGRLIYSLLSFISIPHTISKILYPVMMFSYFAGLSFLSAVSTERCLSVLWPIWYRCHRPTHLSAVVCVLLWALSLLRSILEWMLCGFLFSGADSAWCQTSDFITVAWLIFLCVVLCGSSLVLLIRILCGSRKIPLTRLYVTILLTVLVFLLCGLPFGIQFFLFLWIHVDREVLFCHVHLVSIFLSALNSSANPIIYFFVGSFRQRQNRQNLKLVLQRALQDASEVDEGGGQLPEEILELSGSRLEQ
ANO1 block: blocks the mouse calcium-activated chloride channel TMEM16A. Q8BHY3. HEK293 TMEM16A/YFP iodide influx fluorescence, ionomycin. normalized B-score (activity score, 25-100; higher = stronger inhibition) at 10 µM. 310,000 tested, 1.2% active;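 active means ratio plate-corrected score three or more library SD toward inhibition, starting fluorescence score within five deviations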;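 further: score derived from kinetic fluorescence span divided by baseline fluorescence per well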
HDAC3 inhib: human HDAC3 inhibition; O15379; 320,000 tested, 0.15% active; AID 2718; recombinant HDAC3, fluorogenic peptide/trypsin coupled, fluorescence; inhibition, % at 8.3 µM; in the data active means inhibition above about 26%, passing the limit was not always enough
Target sequence (O15379 whole entry, looked up): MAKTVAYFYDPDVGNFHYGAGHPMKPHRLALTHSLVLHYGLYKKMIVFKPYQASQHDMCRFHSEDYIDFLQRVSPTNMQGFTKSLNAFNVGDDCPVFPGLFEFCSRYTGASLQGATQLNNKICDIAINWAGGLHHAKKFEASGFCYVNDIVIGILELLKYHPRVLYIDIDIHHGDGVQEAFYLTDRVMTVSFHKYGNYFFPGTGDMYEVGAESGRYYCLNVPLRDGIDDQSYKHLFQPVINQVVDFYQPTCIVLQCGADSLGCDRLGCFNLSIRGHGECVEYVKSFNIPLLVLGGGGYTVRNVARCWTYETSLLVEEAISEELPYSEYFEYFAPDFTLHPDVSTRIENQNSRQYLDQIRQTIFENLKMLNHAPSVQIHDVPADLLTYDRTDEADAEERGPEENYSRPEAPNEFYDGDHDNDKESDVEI
MrgX1 PAM: allosterically activates human MrgX1 receptor signaling | Q96LB2 | MrgX1-HEK293, Fluo-4 calcium flux, FDSS; hits give high values | B-score at 10 µM | 310,000 tested, 0.63% active | AID 588675;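 active means plate-corrected calcium response at least 3 library SD above typical, normal starting fluorescence, not activating the receptor alone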;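 further: compound read alongside a low EC10 to EC30 dose of BAM8-22 agonist; peak minus trough fluorescence over baseline measured at the second addition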
SKKanGAS inh: inhibitors of SKKanGAS S. pyogenes growth in kanamycin (SK-promoter or general growth effect). BacTiter-Glo, 6 h. AID 1662. inhibition, % at 7.5 µM. 300,000 tested, 1.3% active;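 active means mean replicate score, as percent of positive control median, at least 50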;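 further: strain carries kanamycin resistance gene driven by streptokinase promoter and grows in 40 µg/ml kanamycin; loss of luminescence reflects streptokinase promoter inhibition or plain growth inhibition; 0% = median of DMSO wells and 100% = positive control at its reference dose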
MrgX1 agonist: human MrgX1 receptor agonism, primary screen | Q96LB2 | AID 588627 | 310,000 tested, 0.44% active | MrgX1-HEK293 cells, Fluo-4 calcium fluorescence, agonist mode; hits give high values | B-score at 10 µM;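 active means calcium response B-score plate-corrected fluorescence ratio at least 3 library SD, with starting fluorescence B-score inside 5 SD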
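Material: MrgX1-expressing HEK293 cells / Dosing: compound as first of three additions / Incubation: overnight seeding, then 1 h dark dye loading / Signal: Fluo-4 NW calcium fluorescence / Evaluation: B-scored fluorescence response ratio / Benchmarks: positive and negative control wells on each plate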
TRPC6 act: activates the mouse TRPC6 cation channel; AID 2550; HEK293-TRPC6 membrane potential dye fluorescence; hits give high values; B-score at 10 µM; Q61143; 310,000 tested, 0.13% active;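 active means B-score of the integrated fluorescence ratio above library mean plus 3 SD, and starting fluorescence ratio within library mean plus 5 SD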;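 further: higher score means more depolarization so channel activation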
RGS4 act: potentiators or activators of RGS4; 310,000 tested, 0.92% active; B-score at 10 µM; AID 463111; HEK293 M3R/inducible RGS4, carbachol calcium flux Fluo4; hits give low values;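 active means B-score of the integrated calcium signal more than 4 SD below the library mean, with starting fluorescence not abnormally high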;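 further: negative B-score means reduced calcium response which marks RGS4 activation or potentiation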
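test system = HEK293 cells with stable M3R and inducible RGS4 | schedule = recording 10 s baseline at 1 Hz, 100 s post-agonist | technique = Fluo4-AM (2 µM) calcium-flux fluorescence, kinetic read | measure = Agonist-evoked peak-minus-minimum fluorescence over baseline, integrated ratio, B score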
RGS4 block: inhibitors of human RGS4; P49798; HEK293 M3R/RGS4 inducible, Fluo-4 calcium flux; hits give high values; triggered by carbachol at its EC20; B-score at 10 µM; 310,000 tested, 0.45% active; AID 463165;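 active means B-score, a plate-corrected calcium signal, over three deviations above library mean, with baseline fluorescence within five deviations of library mean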;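 further: RGS4 expression induced by doxycycline in cells with stable M3 receptor; B-score is computed from the integrated fluorescence ratio over baseline after carbachol; higher B-score means a larger calcium signal and so more RGS4 inhibition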
Target sequence (P49798 whole entry, looked up): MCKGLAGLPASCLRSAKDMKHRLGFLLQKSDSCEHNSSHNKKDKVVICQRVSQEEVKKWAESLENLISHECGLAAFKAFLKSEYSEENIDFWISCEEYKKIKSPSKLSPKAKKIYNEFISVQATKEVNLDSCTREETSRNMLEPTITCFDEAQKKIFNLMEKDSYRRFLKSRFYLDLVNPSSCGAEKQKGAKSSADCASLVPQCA
TRPC6 inh: inhibitors of mouse TRPC6 channel; HEK293-TRPC6, membrane potential dye, ACh-evoked depolarization; hits give low values; B-score at 10 µM; 310,000 tested, 1.1% active; Q61143; AID 2553;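 active means B-score under library mean minus 3 SD, initial fluorescence not abnormally high, positive integrated signal ratio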;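 further: B-score derived from integrated fluorescence ratio over the kinetic read; more negative B-score means stronger inhibition of depolarization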
TMEM16A act: activates or potentiates the mouse TMEM16A chloride channel; Q8BHY3; HEK293 TMEM16A/YFP-H148Q/I152L, iodide quench fluorescence; hits give low values; B-score at 10 µM; 340,000 tested, 0.3% active; AID 623877;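 active means fluorescence-ratio B-score plate-corrected deviation score at least 3 library SD below zero, with starting fluorescence score within 5 deviations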;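 further: channel opened by trigger with iodide after compound preincubation; score built on the fluorescence ratio of max minus min over baseline; more negative score means more quench and so TMEM16A activation or potentiation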
Active calls of the source: *; i = inactive; . = no result given; & = joins results of further samples. This is a random part of the collection, and some 6.7% of all compounds hit somewhere here.

compound	MrgX1 antag	ANO1 block	HDAC3 inhib	MrgX1 PAM	SKKanGAS inh	MrgX1 agonist	TRPC6 act	RGS4 act	RGS4 block	TRPC6 inh	TMEM16A act
Cc1nn(CC(=O)O)c(C)c1N	i	i	6.5	i	0.6	i	i	i	i	i	i
Cc1ccc(S(=O)(=O)N2C(=O)CCC2C(=O)O/N=C(\N)c2ccc([N+](=O)[O-])cc2)cc1 (stereo unspecified)	i	i	-2.9	i	1.6	i	i	i	i	i	i
O=S(=O)(Nc1nc2ccccc2s1)c1cc(F)ccc1F	i	i	-0.7	i	8.6	i	i	i	i	i	i
CC1=NN(C(N)=S)C(C)(C)C1	i	i	-1.2	i	0.1	i	i	i	i	i	i
CCc1cc2c3c(c1)C(C)CC(C)(C)N3C(=O)/C2=C1\SC(=O)NC1=O (stereo unspecified)	i	i	0.9	i	26.2	i	i	i	i	i	i
CCOC(=O)c1ccc(S(=O)(=O)NNC(=O)COc2cccc(C)c2)cc1	i	i	-9.0	i	0.9	i	i	i	i	i	i
C[C@@]12CCC=C[C@H]1[C@H](c1ccc(/C=C/c3ccccc3)cc1F)N(Cc1ccccc1)C2=O	i	i	2.9	i	28.5	i	i	i	i	i	i
CC(=O)Nc1ccc(CN2CCC(Oc3ccc(C(=O)N4CCCC4)cc3)CC2)cc1	i	i	4.2	i	1.5	i	i	i	i	i	i
Cn1c(=O)c2c(nc(N3CCOCC3)n2C)n(C)c1=O	i	i	-2.9	i	-8.6	i	i	i	i	i	i
Cn1ccc(C(=O)Nc2ccc(Br)cc2Br)n1	i	i	-1.7	i	-11.5	i	i	i	i	i	i
COc1cc(/C=N/O)c(Br)cc1OCC(=O)Nc1ccccc1C	i	i	-7.2	i	4.4	i	i	i	i	i	i
COc1ccccc1-c1nc(NC(C)=O)n[nH]1	i	i	-9.6	i	2.0	i	i	i	i	i	.
NC(=O)N/N=C1\c2ccccc2-c2c(C(N)=O)cccc21	i	i	4.2	i	-10.9	i	i	i	i	i	i
Cc1ccccc1OCC(=O)Nc1ccc2c(c1)OCCO2	i	i	1.6	i	-1.5	i	i	i	i	i	i
CCNc1nc(NC(C)C)nc(N(C#N)CCOc2ccccc2)n1	i	i	3.2	i	-0.7	i	i	i	i	i	i
N#Cc1c(-c2ccco2)nc(NCC2CCCO2)[nH]c1=O (stereo unspecified)	i	i	1.3	i	-4.3	i	i	i	i	i	i
CCN(CC)c1ccc(NC(=O)Nc2cccc(C(C)=O)c2)cc1	i	i	-3.3	i	4.5	i	i	i	i	i	i
O=c1cc(C(Cl)(Cl)Cl)oc2c1ccc1ccccc12	i	i	2.0	i	9.2	i	i	i	i	i	i
O=C(O)C1CCCN(S(=O)(=O)c2cccc3cccnc23)C1 (stereo unspecified)	i	i	-1.9	i	-2.2	i	i	i	i	i	i
NC(=O)c1ccc(NC(=O)COC(=O)CCc2ccc(S(=O)(=O)N3CCCCC3)cc2)cc1	i	i	0.6	i	-4.6	i	i	i	i	i	i

(further entries)
compound	MrgX1 antag	ANO1 block	HDAC3 inhib	MrgX1 PAM	SKKanGAS inh	MrgX1 agonist	TRPC6 act	RGS4 act	RGS4 block	TRPC6 inh	TMEM16A act
O=C(Nc1cccnc1)c1noc2c1CCCC2	i	i	.	i	3.0	i	i	i	i	i	i
COc1ccc2c3c1OC1CC(O)C=CC31CCN(C)C2 (stereo unspecified)	i	i	-1.3&-0.1	i	1.1&1.0	i	i	i	i	i	i
CC(=O)c1nc2ccccc2n1S(=O)(=O)c1ccc(C)cc1	i	i	-9.8	i	-2.5	i	i	i	i	i	i
CCOC(=O)N1CCN(C(=O)CSc2nnc(Cc3cccn3C)n2CCc2ccccc2)CC1	i	i	2.5	i	-1.7	i	i	i	i	i	i
O=C(NCc1cccc(Cl)c1)c1ccc2c(c1)OCCO2	i	i	0.3	i	-1.2	i	i	i	i	i	i
Cc1cccc(NC(=O)c2ccc(C(=O)c3ccccc3)o2)c1	i	i	3.3	i	-10.4	i	i	i	i	i	i
COc1ccc(OC)c(NC(=O)c2ccc(NC3=NC4CS(=O)(=O)CC4S3)cc2)c1 (stereo unspecified)	i	i	-1.6	i	0.6	i	i	i	i	i	i
Cc1ccccc1CSCC(=O)Nc1c(C)n(C)n(-c2ccccc2)c1=O	i	i	-10.4	i	0.3	i	i	i	i	i	i
Cc1csc(=O)n1CC(=O)OCC(=O)c1c(N)n(C)c(=O)n(C)c1=O	i	i	-5.5	i	-1.5	i	i	i	i	i	i
O=c1ccc(-c2ccccc2)nn1Cc1ccc(Cl)cc1	i	i	-5.4	i	-5.6	i	i	i	i	i	i
Cc1ccc(CON=C2CCN(c3ncc(C(F)(F)F)cc3Cl)CC2)cc1	i	i	-4.9	i	21.0	i	i	i	i	i	i
CSc1nc2c(cc1C#N)CCC2	i	i	-1.0	i	-4.3	i	i	i	i	i	i
CCN(C(=O)CSc1nnc(CNc2cccc(OC)c2)n1C1CCCCC1)C1CCS(=O)(=O)C1 (stereo unspecified)	i	i	-0.4	i	1.4	i	i	i	i	i	i
c1ccc(-c2nc3ccccc3[nH]2)cc1	i	i	-10.6	i	1.3	i	i	i	i	i	i
CC(C)(C)c1cc(NC(=O)c2ccc(OC3CCCC3)cc2)no1	i	i	-2.6	i	2.9	i	i	i	i	i	i
CC1CCCN(C(=O)Cn2c(-c3nonc3N)nc3ccccc32)C1 (stereo unspecified)	i	i	4.4	i	0.0	i	i	i	i	i	i
Cc1ccc(C(C(=O)NCc2ccccc2)N(Cc2cccs2)C(=O)c2ccc3c(c2)OCCO3)cc1 (stereo unspecified)	i	i	0.9	i	21.7	i	i	i	i	i	i
O=C(Nc1ccc2nc(SCc3ccc(Cl)cc3)sc2c1)c1ccccc1C(=O)N1CCOCC1	i	i	16.8	i	17.7	i	i	i	i	i	i
Cc1cccc(/C=N/NC(=O)CN2CCCCCCC2)c1	i	i	2.3	i	1.8	i	i	i	i	i	i
O=C(NCCC1CCCCN1S(=O)(=O)c1ccccc1)C(=O)Nc1ccc(F)cc1 (stereo unspecified)	i	i	.	i	-10.2	i	i	i	i	i	i

Next compounds:
compound	MrgX1 antag	ANO1 block	HDAC3 inhib	MrgX1 PAM	SKKanGAS inh	MrgX1 agonist	TRPC6 act	RGS4 act	RGS4 block	TRPC6 inh	TMEM16A act
O=S(=O)(Nc1nccs1)c1ccc(Br)cc1	i	i	6.9	i	2.5	i	i	i	i	i	i
CN1C(=O)/C(=C\C(=O)c2cccs2)c2ccccc21	.	.	.	.	-4.2	.	i	i	i	i	i
COC(=O)CCC(=O)N1CCCC(N2CCN(c3cccc(C(F)(F)F)c3)CC2)C1 (stereo unspecified)	i	i	-4.7	i	2.1	i	i	i	i	i	i
CCOC(=O)c1sc(NC(C)=O)nc1C	i	i	3.0	i	-11.5	i	i	i	i	i	i
Cc1cc(C)c2c(CC(=O)Nc3ccc(Cl)cn3)coc2c1	i	i	2.1	i	6.0	i	i	i	i	i	i
CCS(=O)(=O)c1ccc2oc(Nc3ccccc3Cl)nc2c1	i	i	-0.4	i	8.1	i	i	i	i	i	i
COC(=O)c1ccccc1NC(=O)CSc1nnnn1C1CCCCC1	i	i	2.3	i	2.5	i	i	i	i	i	i
CCOc1cc(C(c2c(C)[nH][nH]c2=O)c2c(C)[nH][nH]c2=O)ccc1O	i	i	6.9	i	-8.9	i	i	i	i	i	i
COc1ccccc1C(=O)C1CCCN(C(=O)c2cccc(-n3cccn3)c2)C1 (stereo unspecified)	i	i	-0.5	i	-1.2	i	i	i	i	i	i
O=C1CSC(=Nc2ccc(Cl)cc2)N1	i	i	5.8	i	-6.3	i	i	i	i	i	i
CCC(C)NC(=O)c1ccc2c(SCC(=O)O)c3c(nc2c1)CCCC3 (stereo unspecified)	i	i	5.0	i	2.1	i	i	i	i	i	i
CSc1nc(N)c2c(n1)OC(N)=C(C#N)C2c1cccnc1 (stereo unspecified)	i	i	-4.0	i	-1.0	i	i	i	i	i	i
O=C(CN1C(=O)c2ccccc2S1(=O)=O)N1CCN(c2ccccc2F)CC1	i	i	3.4	i	2.0	i	i	i	i	i	i
CC(=O)c1ccc(Sc2ccccc2N)c([N+](=O)[O-])c1	i	i	-6.9	i	-6.0	i	i	i	i	i	i
Cc1ccc(S(=O)(=O)Nc2ccccc2C(=O)N2CCCC2)cc1	i	i	-3.1	i	1.7	i	i	i	i	i	i
Cc1ccc(S(=O)(=O)Nc2ccc(Cl)cc2)cc1NC(=O)c1cc2c(s1)CCCC2	i	i	7.1	i	53.3*	i	i	i	i	i	i
Cc1ccccc1Nc1c(-c2ccc(N3CCOCC3)cc2)nc2ncccn12	i	i	6.5	i	-13.9	i	i	i	i	i	i
CSCC[C@H](NC(=O)OC(C)(C)C)C(=O)NCC1CCC(C(=O)O)CC1 (stereo partly specified)	i	i	0.0	i	-6.2	i	i	i	i	i	i
CC1(C)CC(N(Cc2ccccc2)C(=O)Cc2ccccc2)CCO1 (stereo unspecified)	i	i	-2.5	i	2.9	i	i	i	i	i	i
COc1cccc(-n2cc(CNC(=O)C3CCC(=O)N(C4CC4)C3)cn2)c1 (stereo unspecified)	i	i	-3.9	i	3.0	i	i	i	i	i	i

Next section
compound	MrgX1 antag	ANO1 block	HDAC3 inhib	MrgX1 PAM	SKKanGAS inh	MrgX1 agonist	TRPC6 act	RGS4 act	RGS4 block	TRPC6 inh	TMEM16A act
CCN(CC)C(=O)CSc1nc2ccccc2c(=O)n1CCC(=O)NCCc1ccc(OC)c(OC)c1	i	i	0.6	i	-7.6	i	i	i	i	i	i
CNC(=O)c1c(NC(=O)c2nc3ccccc3s2)sc2c1CCC2	i	i	6.4	i	-2.4	i	i	i	i	i	i
CCOCC(=O)Nc1cccc(OC)c1	i	i	1.6	i	.	i	i	i	i	i	i
COc1ccccc1/C=C(\NC(=O)c1ccc(OC)c(OC)c1)C(=O)Nc1cc([N+](=O)[O-])ccc1C	i	i	-6.6	i	-0.2	i	i	i	i	i	i
COc1cc(/C=N/NC(=S)NCCN2CCOCC2)ccc1O	i	i	10.4	i	-2.1	i	i	i	i	i	i
CCOc1ccc(CCNC(=O)COC(=O)c2cc(=O)[nH]c3ccccc23)cc1OCC	i	i	-3.3	i	7.3	i	i	i	i	i	i
CC(=O)Nc1ccc(C(=O)NC2CCSc3ccccc32)cc1 (stereo unspecified)	i	i	0.8	i	6.2	i	i	i	i	i	i
